# Bioassay records: PubChem BioAssay, The Scripps Research Institute Molecular Screening Center
# TEAD-YAP inh = TEAD-YAP interaction inhibition, primary screen, TEAD-YAP interaction inhibitor project, luminescence, HEK-TIYL cells; TEAD-Gal4/YAP UAS-luciferase luminescence; inhibition, % at 9.12 µM; 640,000 tested, 1.4% active; in the data active means inhibition above about 32%;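 further: 0% = median of test compound wells and 100% = reference inhibitor wells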
# GPR151 ag = activators of human GPR151, primary screen, cell-based, PathHunter beta-arrestin, luminescence; G-protein coupled receptor 151 (Homo sapiens), Q8TDV0; activation, % at 11.2 µM; 650,000 tested, 1% active; AID 1508602, 2020; PathHunter beta-arrestin GPR151 cells; in the data active means activation above about 4.9%;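 further: 0% = median of compound wells and 100% = cells with positive control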
# MITF inh = MITF inhibitors, primary screen, biochemical, AlphaScreen, human; Microphthalmia-associated transcription factor (Homo sapiens), O75030; AlphaScreen MITF homodimerization, bead proximity signal; inhibition, % at 2.6 µM; 650,000 tested, 0.91% active; AID 1259374, 2018; in the data active means inhibition above about 50%;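 further: 0% = vehicle wells with protein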
# FBW7 act = FBW7 E3 ligase activators, primary screen, biochemical, AlphaScreen, human | AID 1259310, 2017 | 650,000 tested, 0.13% active | normalized activity (activation), % at 26.1 µM | AlphaScreen FBW7–phospho-cyclin E peptide binding, activator screen; in the data active means normalized activity above about 1.9%;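 further: purified mutant Fbw7 with reduced substrate affinity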
# Target sequence (Q969H0 whole entry, looked up): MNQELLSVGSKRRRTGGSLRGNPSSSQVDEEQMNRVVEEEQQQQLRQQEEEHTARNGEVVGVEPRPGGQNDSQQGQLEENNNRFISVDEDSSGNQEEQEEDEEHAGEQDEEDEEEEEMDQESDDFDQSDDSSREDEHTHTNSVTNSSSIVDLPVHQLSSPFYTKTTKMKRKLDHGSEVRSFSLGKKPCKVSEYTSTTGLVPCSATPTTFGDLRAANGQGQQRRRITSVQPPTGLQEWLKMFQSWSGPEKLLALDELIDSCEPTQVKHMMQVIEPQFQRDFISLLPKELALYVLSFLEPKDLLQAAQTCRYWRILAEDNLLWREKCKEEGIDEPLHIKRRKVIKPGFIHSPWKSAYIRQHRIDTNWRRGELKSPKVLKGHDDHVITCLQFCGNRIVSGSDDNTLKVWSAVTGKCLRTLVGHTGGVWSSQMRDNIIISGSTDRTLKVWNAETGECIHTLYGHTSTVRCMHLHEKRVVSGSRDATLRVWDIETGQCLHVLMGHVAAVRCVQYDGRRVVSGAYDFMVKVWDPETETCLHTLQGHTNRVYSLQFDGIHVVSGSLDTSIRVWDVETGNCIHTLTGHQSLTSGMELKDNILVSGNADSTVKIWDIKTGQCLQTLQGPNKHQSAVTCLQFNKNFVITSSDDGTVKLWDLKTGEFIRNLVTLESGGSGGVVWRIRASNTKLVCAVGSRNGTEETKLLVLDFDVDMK
# * marks the source's active call; other numbers are inactive results.
# Below each SMILES – TEAD-YAP inh	GPR151 ag	MITF inh	FBW7 act
- CCCCSc1nc2sc3c(c2c(=O)n1-c1ccc(C)cc1)CC(C)(C)OC3
    -4	-0.3	0	-0.1
- Cc1cc(NC(=O)CSc2ccc(-c3ccc4c(c3)OCCO4)nn2)no1
    18	-2.9	-4	-0.1
- COC(=O)CNC(=O)c1sc2ncnc(N3CCN(c4ccccc4)CC3)c2c1C
    -7	-0.9	-4	0.6
- CCOC(=O)C1CCN(C/C=C/c2ccccc2)CC1
    10	0.0	44	0.1
- C=C(C)CSc1nc2c(c(=O)n1Cc1ccco1)C1(CCCCC1)Cc1ccccc1-2
    -7	0.2	-8	-0.2
- COCCSc1nnc(C)n1-c1cccc(OC)c1
    7	-0.3	-15	-0.1
- CC(C)NCC(O)COc1ccc(Br)cc1 (centres undefined)
    8	-0.1	-2	0.0
- COc1ccccc1N1C(=O)c2ccc(C(=O)Nc3nccs3)cc2C1=O
    8	0.4	-5	-0.2
- Cc1nnc2n(c1=O)N=C(c1ccccc1)CS2
    -22	-3.7	-12	-0.3
- O=C(NCCCN1CCOCC1)c1cccc(-n2ncc3cc(Nc4ccccc4Cl)ccc32)c1
    8	-0.6	15	0.1
- O=C(CN1C(=O)C2C3C=CC(C3)C2C1=O)N(CCc1ccccc1)Cc1ccccc1 (centres undefined)
    -3	-0.1	-4	0.0
- Cc1csc(SCC(=O)c2cc(C)n(-c3ccc4c(c3)OCO4)c2C)n1
    -10	4.0	-7	-0.2
- CCCCCOC(=O)C1=C(C)NC(=O)NC1c1ccc(OCC)c(OC)c1 (centres undefined)
    3	0.9	20	0.1
- O=C(O)c1ccc(NC(=S)NC(=O)c2ccccc2)cc1
    6	-4.2	8	0.0
- CCOc1ccc(/C=C2/C(=O)N(C)C(=S)N2CC(=O)OC)cc1OC
    1	0.3	13	-0.8
- O=C(Nc1ccc(O)cc1C(=O)O)c1ccc2c(c1)C(=O)N(CC1CCCO1)C2=O (centres undefined)
    3	1.2	40	-0.1
- CC(=O)C(C)Sc1nc2c(c(=O)n(C)c(=O)n2C)n1Cc1ccc(F)cc1 (centres undefined)
    4	3.5	-1	0.1
- Cc1ccc(NC(=O)CSc2nc(-c3ccccc3)nc3c2CCCC3)c(C)c1
    2	-0.6	2	0.1
- CC(=O)c1ccc(OCC(=O)Nc2ccc(OCc3ccccc3)cc2)cc1
    -5	-2.2	13	0.6
- Cc1cc(C)n(CCNC(=O)c2cc(COc3ccc(F)cc3Cl)on2)n1
    -1	-1.2	-10	-0.2
- COC(=O)c1ccc(C2CC(=O)N3C(=C2C#N)SCC3(O)c2ccc(OC)cc2)cc1 (centres undefined)
    -2	0.6	1	0.0
- COc1ccc(C(=O)N2CCN(C(=O)c3ccco3)CC2)cc1OC
    0	0.7	-9	0.0
- Cc1ccc(NC(=O)C2CC(=O)N(c3ccc(Br)cc3)C2)cc1Cl (centres undefined)
    8	-1.0	15	0.3
- CCC(C)Nc1nc2c(c(=O)[nH]c(=O)n2C)n1Cc1ccccc1Cl (centres undefined)
    -7	-0.2	4	0.0
- Cc1ccc(C2=N/C(=C\c3ccccc3[N+](=O)[O-])C(=O)O2)cc1C
    2	0.9	5	0.0
- COc1cccc(NC(=O)C2OC3OC(C)(C)OC3C3OC(C)(C)OC23)c1 (centres undefined)
    -5	-1.0	10	0.2
- CC(C)n1cnc2c(NCc3cccc(C(F)(F)F)c3)nc(N3CCc4ccccc4C3)nc21
    -4	1.7	-12	-0.1
- O=C(NC1CCCCC1)C(=O)NC1CC1
    13	0.4	-6	0.2
- COc1ccc(C(=O)NCc2ccccn2)cc1[N+](=O)[O-]
    -12	1.4	0	-0.1
- COc1ccc(CN2CCN(C3CCN(C(C)C)CC3)C(CCO)C2)c(O)c1 (centres undefined)
    -5	1.1	1	-0.1
- COc1cc2ccccc2cc1C(=O)NC(=S)NCc1cccnc1
    -7	-0.5	7	0.6
- O=C(COc1ccc(Br)cc1CO)NCCc1ccc(F)cc1
    -11	0.8	14	0.1
- CCCC1=NN2C(=N)/C(=C/c3cc([N+](=O)[O-])ccc3OCCOc3ccc(C)cc3)C(=O)N=C2S1
    -18	-1.0	-13	0.0
- COc1ccc(C(=O)N2C[C@@H](C)O[C@@H](C)C2)cc1OC1CCN(C(C)=O)CC1
    6	0.3	-1	0.1
- O=C(Nc1ccc2oc(-c3ccc(F)cc3)nc2c1)c1ccc([N+](=O)[O-])cc1
    11	0.4	12	-0.1
- O=C1Nc2ccc(Br)cc2C12NN=C(c1ccccc1O)S2 (centres undefined)
    -77	0.5	-11	0.1
- N#Cc1c(-c2cccs2)cc(C2CC2)[nH]c1=S
    4	0.3	19	0.2
- CC(OC(=O)Cn1[nH]c(=O)c2ccccc2c1=O)C(=O)Nc1cccc(Cl)c1Cl (centres undefined)
    -5	-0.3	4	0.1
- C=C(C)COc1ccc2oc(C)c(C(=O)OCC)c2c1
    -9	1.1	15	1.2
- Cc1nc2sccn2c1C(=O)NCc1ccc2c(c1)OCO2
    1	0.2	12	0.2
- COc1ccc(/C(N)=N/OC(=O)c2ccc(Br)cc2)cc1OC
    2	0.3	3	0.1
- Cc1cc(C)n2nc(-c3ccccc3)cc2n1
    -39	-5.8	3	-0.2
- CCOc1ccc(-n2cc(-c3ccccc3)c3c(NCCO)ncnc32)cc1
    5	4.4	8	-0.1
- Cc1c(CCC#N)c(N2CCN(CCO)CC2)n2c(nc3ccccc32)c1C#N
    -10	1.4	-1	0.0
- COCCSc1ccccc1C(=O)Nc1ccc([N+](=O)[O-])cc1Cl
    5	2.9	-4	-0.2
- CCOC(=O)c1sc(NC(=O)CSc2nnc(CNC(=O)c3cccc(F)c3)n2CCc2ccccc2)c(C(=O)OCC)c1C
    -16	-0.5	1	-0.1
- CC(=O)c1cccc(-c2nc(NCc3cccc(C(F)(F)F)c3)c3ncn(-c4ccsc4)c3n2)c1
    3	2.1	13	0.0
- O=c1[nH]c(=S)c2c(n1-c1ccccc1)CCC2
    6	5.9*	5	0.3
- CCN(Cc1ccccc1)C(=O)c1ccccc1Br
    -17	0.1	1	0.1
- O=C1N(Cc2ccccc2)c2ccccc2C1(O)c1nnc(-c2ccccc2)o1 (centres undefined)
    6	0.0	-1	-0.1
- COCC1CCCN(C(=O)NCCc2ccccc2)C1 (centres undefined)
    9	-6.7	-1	0.0
- CC1CN(C(=S)c2ccc([N+](=O)[O-])cc2)CC(C)O1 (centres undefined)
    3	-0.3	15	-0.1
- CCCNC(=O)CSc1nnc(CNC(=O)c2ccc(C(C)(C)C)cc2)o1
    0	-1.0	-3	0.0
- O=[N+]([O-])c1cc(-n2ncnc2-c2ccccc2Cl)ccc1F
    4	0.9	-6	0.2
- CCc1ccccc1N(CC(=O)Nc1ccccc1Cl)S(C)(=O)=O
    4	14*	-5	0.0
- CCOC(=O)c1ccc(NC(=O)CSc2nc3ccccc3c(=O)n2CCC(=O)N2CCCCC2)cc1
    13	-2.0	2	0.3
- C=CCN1CCN(C(=O)c2ccco2)C(C(=O)N2CCCC2)C1 (centres undefined)
    3	1.4	13	0.3
- CN(Cc1ccccc1)C(=O)CCNC(=O)Cn1cnc2sc3c(c2c1=O)CCCC3
    9	-0.8	18	-0.1
- COc1cccc(N2C(=O)CN(S(C)(=O)=O)CC2(C)C(=O)NC2CCCCC2)c1 (centres undefined)
    8	-2.3	6	0.1
- Cc1ccc2c(c1)cc(CN(C(=O)N1CCOCC1)C1CCCC1)c1nnnn12
    -7	0.9	-1	0.1

# Quoted from the listing.
# MITF inh result of O=C1N(Cc2ccccc2)c2ccccc2C1(O)c1nnc(-c2ccccc2)o1 (centres undefined) stands at -1
# GPR151 ag result of O=c1[nH]c(=S)c2c(n1-c1ccccc1)CCC2 stands at 5.9*
# FBW7 act result of CN(Cc1ccccc1)C(=O)CCNC(=O)Cn1cnc2sc3c(c2c1=O)CCCC3 stands at -0.1

# Further records
# Below each SMILES – TEAD-YAP inh	GPR151 ag	MITF inh	FBW7 act
- COc1cc([N+](=O)[O-])ccc1NC(=O)Nc1cccc(Cl)c1Cl
    3	1.8	-2	-0.1
- Cc1cc(C)nc(NS(=O)(=O)c2ccc(NC(=O)/C=C/c3ccccc3)cc2)n1
    6	-1.8	20	0.0
- Cc1ccc(OCCOCCOc2cccc3cccnc23)cc1
    4	0.0	-1	0.3
- CCc1ccc(OCC(=O)NCCOc2ccccc2OC)cc1
    -7	-0.6	-6	0.7
- CCCN1C(=O)c2[nH]nc(-c3ccccc3O)c2C1c1ccc(O)c(OC)c1 (centres undefined)
    -14	1.1	1	0.1
- CCc1ccccc1-n1c(COc2ccc(OC)cc2)nnc1SCC(N)=O
    0	-0.4	5	0.7
- CCOc1ccc(-n2c(=O)c3c4c(sc3n(CC(=O)NC(C)CC)c2=O)CCC4)cc1 (centres undefined)
    -1	2.4	-5	0.1
- O=C1CSC(c2ccc(F)c(F)c2)N1c1ccc(Oc2ccc(Cl)cc2)cc1 (centres undefined)
    -5	-2.4	4	-0.1
- COc1cc(NC(=O)CN2C(=O)C3CCCN3C(=O)c3ccccc32)cc(OC)c1 (centres undefined)
    2	0.2	-8	-0.2
- CC(C)(C)C(=O)N1CCC(n2c(C(F)(F)F)nc3cc(S(C)(=O)=O)ccc32)CC1
    -3	2.7	-9	0.0
- O=C1CCCN1CN(C(=O)c1cc(C(F)(F)F)cc(C(F)(F)F)c1)c1nccs1
    -2	0.2	-6	0.0
- COCCNC(=O)c1ccc2c(c1)ncn2-c1ccc(C(C)C)cc1
    -15	-1.3	-4	0.0
- Cc1oc2c3c(ccc2c(=O)c1-c1ccc2c(c1)OCCO2)OCCO3
    -30	0.1	9	-0.1
- O=C(N1CCc2c(nc(N3CCOCC3)[nH]c2=O)C1)C1(c2ccccc2)CC1
    1	-0.7	3	0.2
- O=c1[nH]c2ccccc2c(O)c1Br
    -1	0.6	3	0.0
- NC(=O)C1CCN(C(=O)c2ccc3c(=O)n(-c4ccccc4)c(SCC(=O)c4ccc(Cl)cc4)nc3c2)CC1
    32	-0.5	2	-0.1
- COc1ccc(-c2cc(C(=O)O)c3c(-c4ccc([N+](=O)[O-])cc4)[nH]nc3n2)cc1
    3	0.0	3	0.1
- FC(F)(F)c1ccccc1C1C=C(c2cccs2)Nc2nnnn21 (centres undefined)
    11	0.9	8	-0.6
- O=C1NC(=O)N(c2cccc(Br)c2)C(=O)/C1=C/c1cccc(O)c1
    0	-0.3	-6	-0.5
- CCc1ccccc1NC(=O)c1ccc(F)c(S(=O)(=O)N2CCCCC2)c1
    6	-0.8	18	0.4
- O=C(O)CNC(=O)/C(=C\c1cccc([N+](=O)[O-])c1)NC(=O)c1ccccc1
    5	2.0	-8	0.4
- O=C(Nc1cccc(C(F)(F)F)c1)c1sc(Nc2ccccc2)nc1-c1ccccc1
    -15	-0.9	-14	0.1
- CN(C)C(=O)NC1c2ccccc2-c2ccccc21
    -8	-0.7	1	0.1
- Cc1cc(Br)ccc1NC(=O)c1sc2ncnc(N3CCC(C)CC3)c2c1C
    -15	-0.5	-2	-0.2
- CCC(=O)N1CCc2cc(S(=O)(=O)Nc3cc(C)ccc3C)ccc21
    -9	-1.2	22	1.1
- Cc1ccc(S(=O)(=O)NC2CCCCC2)cc1C(=O)O
    2	-1.2	-16	0.1
- CCOc1cc(S(=O)(=O)N2CCOCC2)ccc1F
    7	0.1	6	0.1
- COc1ccc(C2=N/C(=C\c3ccccc3)C(=O)O2)c(Br)c1
    -17	-0.7	0	0.0
- COc1cc(-c2c(C(C)=O)c(C)[nH]c(=S)c2C#N)cc(OC)c1OC
    -2	-0.4	-1	-0.1
- COCCNC(=O)CN(Cc1ccccc1F)S(=O)(=O)c1ccc(C)cc1
    -3	-1.7	26	0.0
- O=C(CSCC(=O)Nc1cccc([N+](=O)[O-])c1)Nc1ccccc1
    7	-0.8	19	0.0

# Of the compounds above, 10 have bromine.
# Below each SMILES – TEAD-YAP inh	GPR151 ag	MITF inh	FBW7 act
- CC(C)NCC(O)COc1ccc(Br)cc1 (centres undefined)
    8	-0.1	-2	0.0
- Cc1ccc(NC(=O)C2CC(=O)N(c3ccc(Br)cc3)C2)cc1Cl (centres undefined)
    8	-1.0	15	0.3
- O=C(COc1ccc(Br)cc1CO)NCCc1ccc(F)cc1
    -11	0.8	14	0.1
- O=C1Nc2ccc(Br)cc2C12NN=C(c1ccccc1O)S2 (centres undefined)
    -77	0.5	-11	0.1
- COc1ccc(/C(N)=N/OC(=O)c2ccc(Br)cc2)cc1OC
    2	0.3	3	0.1
- CCN(Cc1ccccc1)C(=O)c1ccccc1Br
    -17	0.1	1	0.1
- O=c1[nH]c2ccccc2c(O)c1Br
    -1	0.6	3	0.0
- O=C1NC(=O)N(c2cccc(Br)c2)C(=O)/C1=C/c1cccc(O)c1
    0	-0.3	-6	-0.5
- Cc1cc(Br)ccc1NC(=O)c1sc2ncnc(N3CCC(C)CC3)c2c1C
    -15	-0.5	-2	-0.2
- COc1ccc(C2=N/C(=C\c3ccccc3)C(=O)O2)c(Br)c1
    -17	-0.7	0	0.0
